TNAP inh hiacc – human TNAP enzyme inhibitors, primary screen, biochemical, luminescent, high phosphate acceptor level, uHTS | purified TNAP, CDP-star luminescence, 1 M DEA | 0.03% of 200,000 active | AID 1135, 2008 | inhibition, % at 20 µM | Alkaline phosphatase, tissue-nonspecific isozyme (Homo sapiens), P05186;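 active means over 50% inhibition of tissue-nonspecific alkaline phosphatase at 20 µM in the single-dose screen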;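 further: plate controls were DMSO wells for no effect and EDTA-quenched wells as full inhibition for full effect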
Target sequence (P05186 whole entry, looked up): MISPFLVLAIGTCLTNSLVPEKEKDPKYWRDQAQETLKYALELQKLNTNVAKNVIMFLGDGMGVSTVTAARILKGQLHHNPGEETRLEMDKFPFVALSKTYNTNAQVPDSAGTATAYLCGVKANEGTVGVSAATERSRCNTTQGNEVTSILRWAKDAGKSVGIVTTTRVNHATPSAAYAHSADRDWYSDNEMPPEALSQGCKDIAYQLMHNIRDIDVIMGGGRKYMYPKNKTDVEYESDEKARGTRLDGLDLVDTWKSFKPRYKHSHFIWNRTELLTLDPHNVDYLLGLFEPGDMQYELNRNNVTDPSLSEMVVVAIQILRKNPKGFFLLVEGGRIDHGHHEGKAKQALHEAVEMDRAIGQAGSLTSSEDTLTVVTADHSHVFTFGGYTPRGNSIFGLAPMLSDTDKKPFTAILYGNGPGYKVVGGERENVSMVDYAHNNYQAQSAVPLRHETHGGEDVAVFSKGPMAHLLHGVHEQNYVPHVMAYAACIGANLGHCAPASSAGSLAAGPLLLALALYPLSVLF
FLuc act counter – FLuc activators, initial screening, artefact control for FLuc-dependent activation tests, biochemical, ATPlite luminescence. ATPlite luciferase biochemical, 10 min; 0 = ATP-free wells, 1 = DMSO control. activation factor at 10 µM. 200,000 tested, under 10 active. AID 1027, 2008;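 active means luciferase activation factor, scaled between plate controls, of at least 2 with compound at 10 µM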
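Material: Luciferase/luciferin reagent mix | Doses: Test compounds dosed from 2 mM stocks in 100% DMSO | Timing: 10 min incubation after luciferase reagent addition, room temperature | Measured by: Luminescence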
G6PDH counter – L. mesenteroides G6PDH inhibitors, counter-screen for G6PDH-coupled screening assays, biochemical, Leuconostoc mesenteroides enzyme | glucose-6-phosphate dehydrogenase [Leuconostoc mesenteroides] | Purified L. mesenteroides G6PDH, diaphorase/resazurin coupled fluorescence, 45 min | inhibition, % at 5 µM | 0.12% of 200,000 active; in the data active means inhibition above about 50%
PMI act – activators of human PMI, primary screen, biochemical, fluorescence intensity, near-Km mannose 6-phosphate. Mannose-6-phosphate isomerase (Homo sapiens), P34949. purified human PMI, coupled resazurin fluorescence, 20 min; hits give high values; 1 = vehicle control, 0 substrate-free wells. activation factor at 20 µM. 0.005% of 190,000 active;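 active means activation factor of 2 or more at 20 µM, relative to plate controls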
Target sequence (P34949 whole entry, looked up): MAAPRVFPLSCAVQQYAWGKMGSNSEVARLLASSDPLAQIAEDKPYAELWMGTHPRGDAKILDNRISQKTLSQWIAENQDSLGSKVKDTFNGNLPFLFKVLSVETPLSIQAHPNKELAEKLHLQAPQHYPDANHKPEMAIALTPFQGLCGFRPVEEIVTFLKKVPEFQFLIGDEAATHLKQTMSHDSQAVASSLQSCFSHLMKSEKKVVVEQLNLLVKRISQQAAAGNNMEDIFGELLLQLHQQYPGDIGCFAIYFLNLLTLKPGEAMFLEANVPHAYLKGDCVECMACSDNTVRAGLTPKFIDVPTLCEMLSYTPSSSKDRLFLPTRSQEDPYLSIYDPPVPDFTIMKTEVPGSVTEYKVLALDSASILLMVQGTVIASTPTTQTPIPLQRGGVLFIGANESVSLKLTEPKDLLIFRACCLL
PMI act satM6P – human PMI activators, high substrate, primary screen, biochemical, fluorescence intensity, near-saturating mannose 6-phosphate; Mannose-6-phosphate isomerase (Homo sapiens), P34949; coupled PMI enzyme assay, resazurin fluorescence, 20 min; hits give high values; 1 = untreated enzyme, 0 = substrate-free blank; activation factor at 20 µM; 0.34% of 190,000 active;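 active means activation factor of 2 or more at 20 µM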
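Test system: human phosphomannose isomerase with PGI, G6PDH, diaphorase coupling enzymes; amount: 15 ng/mL PMI; incubation: enzyme reaction with compound 20 min at room temperature; technique: resorufin fluorescence (Ex 544/Em 590 nm) from resazurin via diaphorase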
Diaphorase act – compounds boosting diaphorase resazurin reduction – biochemical, uHTS, resorufin fluorescence, counter-screen for diaphorase-coupled primary assays, primary screen; activation factor at 20 µM; Diaphorase/resazurin coupled assay, 16 min; hits give high values; 1 = vehicle wells, 0 = NADH-free wells; 0.005% of 190,000 active;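 active means diaphorase activity raised at least twofold by the compound at 20 µM; inactive means activation factor below 2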
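Assay system: bacterial diaphorase enzyme (C. kluyveri) / Input: enzyme 0.07 U/mL final / Medium: 50 mM HEPES pH 7.4 with 4.542 mM MgCl2, 0.005% Tween 20 / Doses: single compound dose of 20 µM, 1% DMSO final / Incubation: 16 min enzyme reaction, ambient temperature / Signal: fluorescence, excitation 544 nm and emission 590 nm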
Diaph inh CS – diaphorase inhibitors and chemical oxidizers, primary screen, counter-screen for diaphorase-coupled primary assays, biochemical, uHTS, resorufin fluorescence; diaphorase resazurin-to-resorufin fluorescence, NADH, 16 min; bacterial (C. kluyveri) enzyme, not human; inhibition, % at 20 µM; 0.69% of 190,000 active; AID 1217, 2008;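 active means primary screen inhibition at 20 µM above a set limit, cut at about 50% in these data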;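 further: plate controls were DMSO with full reaction for no effect and wells lacking NADH for full effect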
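Test system: Clostridium kluyveri diaphorase enzyme / Quantity: diaphorase at 0.14 U/mL in enzyme working solution / Incubation: 16-min room-temperature incubation before reading / Benchmarks: NADH-free wells as positive control, DMSO-only neutral wells / Signal: resorufin fluorescence 544/590 nm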
TNAP inh noacc – human TNAP enzyme inhibitors, primary screen, biochemical, luminescent, no phosphate acceptor, uHTS; Alkaline phosphatase, tissue-nonspecific isozyme (Homo sapiens), P05186; purified TNAP, CDP-star luminescence, 30 min; inhibition, % at 20 µM; 0.26% of 200,000 active;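 active means tissue-nonspecific alkaline phosphatase inhibition above about 50% at 20 µM in the single-dose screen, limit read from the data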;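 further: 0% = DMSO negative control and 100% = EDTA positive control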
Efa HMGR inh – inhibitors of E. faecalis class II HMGR, primary screen, biochemical, Enterococcus faecalis | HMG-CoA reductase (Enterococcus faecalis, mvaE) | purified E. faecalis HMGR, NADPH absorbance 340 nm kinetic | inhibition, % at 10 µM | 0.41% of 190,000 active | AID 1066, 2008;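 active means inhibition above a set limit, the median over all tested compounds plus 3 SD, cut at about 9.5% in these data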;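 further: enzyme runs in reverse so mevalonate oxidation gives rising NADPH absorbance; 0% = complete reaction with DMSO and 100% = background rate lacking mevalonate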
TNAP act hiacc – TNAP activators at high phosphate acceptor level, primary screen, biochemical, luminescence, uHTS | Alkaline phosphatase, tissue-nonspecific isozyme (Homo sapiens), P05186 | purified TNAP, CDP-star luminescence, 1 M DEA, 30 min; hits give high values; 0 = EDTA background, 1 = DMSO-only activity | activation factor at 20 µM | 200,000 tested, under 10 active;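 active means activation factor at least 2 at 20 µM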
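Measured by: Luminescent substrate turnover signal | Test system: Human TNAP | Input: TNAP 1/800 final | Dosing: 20 µM single point | Schedule: 30 min, room temperature | Controls: EDTA wells as negative control, DMSO wells as positive control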
* marks the source's active call; other numbers are inactive results. An unsorted share of the library. Share with any hit: about 1.7%.

Start of the listing, in advance (three entries):
SMILES	TNAP inh hiacc	FLuc act counter	G6PDH counter	PMI act	PMI act satM6P	Diaphorase act	Diaph inh CS	TNAP inh noacc	Efa HMGR inh	TNAP act hiacc
COc1ccccc1CNC(=O)C1CCN(Cc2nc(-c3cccc(Cl)c3)oc2C)CC1	-2	1	8	0.9	1	1	0	-7	0	1
O=c1[nH][nH]c(C(F)(F)F)c1C=NCc1ccccc1Cl	-5	1	-1	1	1	0.8	16	2	4	1
CCOc1ccc(-c2c(C)n([O-])c3c([n+]2=O)CCCC3)cc1	-4	1	14	0.9	0.9	0.9	9	-8	0	1

This part in full, previewed entries included:
SMILES	TNAP inh hiacc	FLuc act counter	G6PDH counter	PMI act	PMI act satM6P	Diaphorase act	Diaph inh CS	TNAP inh noacc	Efa HMGR inh	TNAP act hiacc
COc1ccccc1CNC(=O)C1CCN(Cc2nc(-c3cccc(Cl)c3)oc2C)CC1	-2	1	8	0.9	1	1	0	-7	0	1
O=c1[nH][nH]c(C(F)(F)F)c1C=NCc1ccccc1Cl	-5	1	-1	1	1	0.8	16	2	4	1
CCOc1ccc(-c2c(C)n([O-])c3c([n+]2=O)CCCC3)cc1	-4	1	14	0.9	0.9	0.9	9	-8	0	1
O=C(N[C@@H](Cc1ccccc1)C(=O)OCc1ccccc1)c1nc[nH]c1C(=O)NCc1ccccc1	-5	1	10	0.7	0.7	0.5	47	-11	0	1.1
COc1cccc(C2=NOC(C(=O)Nc3cccc(C(C)=O)c3)C2)c1OC (stereo unspecified)	0	1.1	5	1	0.9	0.9	8	-9	-1	1
N#CCSc1nc2c(c(C3CC=CCC3)c1C#N)CCC2 (stereo unspecified)	-4	1.1	-28	0.7	0.8	0.7	33	-18	-3	1
CCC(=O)Nc1ccccc1C(=O)C(=O)Nc1ccccc1	-1	1	1	0.8	0.9	0.9	7	7	0	1
O=C(CCSc1ccccc1)NCCSCc1ccco1	-2	1	0	1	1	1.1	-5	-8	-4	1
COc1cccc(/C=N/n2c(-c3ccco3)nc3ccccc3c2=O)c1OC	3	0.9	-4	1.1	1.2	1	0	0	-10	1
COC(=O)c1ccc2c(=O)[nH]c(CCl)nc2c1	-9	1	-1	1.2	1.1	0.9	8	-15	-6	1.1
Cc1ccc(C(=O)c2nc3c(n2O)CCCC3)cc1	-10	1	5	1	1	1	-3	-9	-1	1.1
O=C(NCCCc1ccccc1)c1cccc([N+](=O)[O-])c1	-1	1	2	1	1	1	4	-6	1	1
CCOc1ccc(C2N(c3ccc(F)cc3)C(=O)C3CCCN32)cc1 (stereo unspecified)	-10	1.1	5	1.1	1.1	1.1	-7	-11	-6	1.1
CCN(CC)S(=O)(=O)c1ccc(-n2c(=O)c(C(C)C)c(C)n2C)cc1	1	1	-1	1	1.1	1.1	-7	-5	-3	1
COc1cc(SC)ccc1C(=O)N1CCN(c2ccc(O)cc2)CC1	-4	1	5	0.8	0.4	0.8	19	0	2	1
CC(C)NC(=O)/C(=C\c1cccc([N+](=O)[O-])c1)NC(=O)c1ccccc1	-3	1.1	4	1	1.1	1.1	-7	-9	1	1
CS(=O)(=O)N(CC(=O)N1CCN(Cc2ccc3c(c2)OCO3)CC1)Cc1ccc(Cl)cc1	-2	1.1	1	0.9	1	0.8	21	-6	1	1
Cn1c(=O)c2c(nc(CN3CCN(C(=O)c4ccco4)CC3)n2Cc2ccccc2F)n(C)c1=O	-8	1	-1	0.9	0.9	0.7	26	-14	3	1.1
COc1ccc(-c2[nH]ncc2CNCCn2cccn2)c(F)c1	-4	1	7	1	1.1	1	-4	85*	2	1
Cc1sc2ncnc(N[C@@H](Cc3c[nH]c4ccccc34)C(=O)O)c2c1C	2	1	-11	1	1	0.9	5	3	-5	1
Nc1nc(SCC(=O)NC2CCCCCC2)[nH]c(=O)c1-c1ccccc1	-2	1.1	2	1	1	0.9	7	-9	0	1
O=C(O)/C=C\C(=O)Nc1ccccc1C(=O)N1CCN(c2ccc(Cl)cc2)CC1	-2	1	0	1	1.1	1	1	-9	0	1
COCC(=O)N(C)C1(c2nnnn2CCOC(=O)Nc2ccc(Cl)cc2)CCCC1	-4	1	-2	0.9	1	0.9	11	-15	-2	1
Cc1nc2ccc3[nH]snc3c2n1	-5	1.1	16	0.9	1	0.8	20	-6	-1	1
CCc1ccc(N(C(=O)C(F)(F)F)C(C(=O)NC2CCCCC2)c2ccncc2)cc1 (stereo unspecified)	0	1.1	-9	1	0.9	1	3	-15	1	1
Nc1ccc(N2CCN(c3ccc(Cl)c(Cl)c3)CC2)cc1	-4	1	3	1	0.9	0.8	19	-8	-2	1
CCCCC(=O)Nc1cc(NC(=O)CCCC)cc(C(=O)O)c1	3	1	-7	0.9	0.9	0.9	11	-4	-1	1
O=C(Oc1cccc(-n2cnnn2)c1)c1ccco1	0	1	3	0.9	0.9	0.9	8	-3	-3	1
CCOC(=O)C1(CC2CCCCO2)CCN(Cc2nccn2-c2ccc(OC)cc2)CC1 (stereo unspecified)	-7	1	8	1	1.1	0.9	9	-9	-1	1.1
CCc1cc(C(=O)Cc2ccc(F)cc2)c(O)cc1O	-2	1	-3	0.8	0.9	0.9	12	-70	1	1
CN(CC(=O)NC1CCCCC1)S(=O)(=O)c1ccc(Cl)cc1	-1	1	19	0.9	1	1	-2	-8	1	1
CCN(CC)S(=O)(=O)c1cc(OC)c(Cl)cc1OC	0	1	2	0.9	1	0.9	8	-12	3	1
COc1ccc(OCC(=O)Nc2ccccc2-c2ccccc2)cc1	-1	1	20	0.9	0.9	0.8	18	-1	2	1
COc1cccc(Nc2nnc(SCC(=O)N3CCOCC3)s2)c1	-5	0.8	7	1.1	1.1	1.2	-18	-1	1	1.1
CCC1c2ccc(C)n2CCN1C(=O)Nc1cc(Cl)ccc1OC (stereo unspecified)	4	1	5	0.8	0.7	0.9	14	-2	-7	1
CCCC(=O)Nc1c(C)n[nH]c1C	-5	1	6	0.9	0.9	0.9	8	-8	-3	1.1
CCC(C)(C)n1nnnc1C(C(C)C)N(Cc1cccnc1)Cc1ccco1 (stereo unspecified)	-7	1.1	12	0.9	0.9	0.9	11	-10	-2	1.1
COC(=O)C1=C(C)NC2=C(C(=O)CC(C)(C)C2)C1c1cn(Cc2ccc(Br)cc2)nc1-c1ccccc1 (stereo unspecified)	-3	1	-4	0.9	0.9	0.9	14	-12	3	1
CCN(CC)S(=O)(=O)c1ccc(Cl)c(NC(=O)c2ccc(C#N)cc2)c1	-2	1	5	1	1	0.8	17	-12	5	1
CCC(C)NC(=O)c1ccccc1NC(=O)c1ccc(CSc2ccc(C)cc2)cc1 (stereo unspecified)	-1	1	-2	0.8	0.8	0.7	30	-13	-2	1
Cc1noc(C)c1S(=O)(=O)Nc1ccc(C(=O)N2CCN(c3ccc(Cl)cc3)CC2)cc1	-4	1	4	0.9	0.9	0.9	12	-8	1	1
O=C(NCC1CCCO1)C1CCN(S(=O)(=O)c2cccc3nonc23)CC1 (stereo unspecified)	2	1	3	1	1	1	4	-7	-1	1
CC(C)CCn1c(=O)c2ccccc2n2c(CN3C(=O)NC4(CCC(C)CC4)C3=O)nnc12 (stereo unspecified)	-3	1	8	1	1	0.9	8	-5	-5	1
CCCCN(CCCC)c1ncnc2nc[nH]c12	1	1	16	0.8	0.8	0.8	18	-81	-2	1
COc1ccccc1N1CCN(C(=O)CSc2nc(C)cc(=O)[nH]2)CC1	-4	1.1	5	1	1	0.9	10	-3	-2	1
COc1cc(C)c(CNc2ccc(OC)c(OC)c2)cc1C	-3	1	26	1.1	0.8	0.7	35	-8	-4	1
Cc1cc(-c2nnc(SCc3cccnc3)o2)no1	-4	1.1	10	1.1	1	1	0	2	-1	1
CC(=O)c1ccc(NC(=S)N2CCN(c3cccc(Cl)c3)CC2)cc1	-2	1.1	-6	1.1	1.1	1.1	-8	-12	3	1
COC(=O)c1ccc(C2C(C(C)=O)=C(O)C(=O)N2CCO)cc1 (stereo unspecified)	-3	1.1	1	1	1.1	0.9	6	-13	0	1
CCOc1cc(C(=O)N2CCOCC2)ccc1OCc1ccccc1	-6	1	-1	1	1	0.9	11	-11	3	1.1
Cc1cc(NC(=O)/C(C#N)=C/c2ccc(-c3cccc(C(F)(F)F)c3)o2)n(-c2ccccc2)n1	6	1.1	-22	0.9	0.9	0.9	12	0	1	0.9
CCOC(=O)/C(C#N)=C/c1cc(C)n(-c2ccccc2)c1C	2	0.2	5	0.9	0.8	0.9	14	1	-6	1
COc1ccc(NC(C)=O)cc1NC(C)c1nc2sc(C)c(C)c2c(=O)[nH]1 (stereo unspecified)	7	1	4	0.9	0.3	0.9	11	-1	7	0.9
O=c1c2c([nH]c3ccccc13)CCCCCC2	-6	1.1	-6	0.9	0.9	0.8	23	-15	-3	1.1
CC(=O)[C@@H]1[C@@H]2C(=O)N(C3CCCCC3)C(=O)[C@@H]2C2c3ccccc3C=CN21 (stereo partly specified)	-3	1	24	1.2	1.1	0.8	25	-8	0	1
COc1ccc(C(=O)N2CCN(Cc3ccccc3C)CC2)cc1OC	-8	1.1	4	0.9	1	0.9	15	-4	2	1.1
